proCasp7 act – counter-screen for procaspase-3 activators: activators of human procaspase-7; recombinant procaspase-7, Ac-DEVD-pNA absorbance 405 nm; D23A/D198A/D206A triple mutant, cannot self-cleave; scale: DMSO 0, 5 µM enzyme 100; 330,000 compounds, 0.093% hits; P55210; activation, % at 8.5 µM;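 active means percent activation above the screen-wide mean plus 3 SD, cut at about 25% in these data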
Target sequence (P55210 whole entry D23A/D198A/D206A): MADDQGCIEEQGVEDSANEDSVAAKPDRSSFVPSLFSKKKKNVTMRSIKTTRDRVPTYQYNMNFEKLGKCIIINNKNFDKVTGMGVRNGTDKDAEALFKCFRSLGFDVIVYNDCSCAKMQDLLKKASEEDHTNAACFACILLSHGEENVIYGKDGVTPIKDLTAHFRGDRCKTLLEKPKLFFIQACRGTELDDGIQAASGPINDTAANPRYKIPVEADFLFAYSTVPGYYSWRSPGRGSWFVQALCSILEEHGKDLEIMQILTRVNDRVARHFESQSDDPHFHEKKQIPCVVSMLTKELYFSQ
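System: Uncleavable procaspase-7 mutant enzyme; Amount: 2 µM procaspase-7 mutant as dispensed; Schedule: 1 h compound preincubation, 2 h substrate cleavage, 25 °C; Measured by: 405 nm absorbance of p-nitroaniline; Evaluation: percent activation from buffer-corrected 0–120 min absorbance change; Control set: low DMSO alone, high DMSO plus 5 µM PC-7.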
LAP4-GFP MLPCN – alters LAP4-GFP fluorescence in TOR pathway yeast screen | S. cerevisiae LAP4-GFP multiplex, flow cytometry GFP, 3 h; median GFP as percent of DMSO wells | GFP response vs DMSO, % at 10 µM | 320,000 compounds, 0.34% hits;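 active means GFP response vs DMSO above a set limit, about the screen mean plus 3 SD, cut at about 150% in these data; inconclusive means under 70 cell events counted for the yeast strain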
CR mimetic SO – lowers age-related superoxide in aged yeast cells; S. cerevisiae aged cells, superoxide DHE fluorescence; active compounds read low; superoxide response (% of plate mean), % at 10 µM; 330,000 compounds, 0.18% hits;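 active means superoxide response under a set limit, about three screen SD below normal, cut at about 65% in these data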;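 further: yeast aged for seven days with compound at 30 °C before DHE staining; 100% = average MFI of all compound-treated wells on the plate with controls excluded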
MEP2-GFP yeast – modulators of TOR pathway MEP2-GFP in S. cerevisiae; 330,000 compounds, 0.51% hits; S. cerevisiae MEP2-GFP strain, flow cytometry GFP, 3 h; 100% = DMSO control level; GFP response vs DMSO, % at 10 µM;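 active means GFP response versus DMSO above a set limit, roughly screen mean plus 3 SD, cut at about 180% in these data; inconclusive means fewer than 70 cells counted for a yeast strain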;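 further: median GFP fluorescence of the barcode-gated MEP2-GFP cells per well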
JMJD2C inh – blocks human GASC-1 demethylase activity | inhibition, % at 2.35 µM | Q9H3R0 | 330,000 compounds, 0.069% hits | GST-JMJD2C(1-420) H3K9me3 demethylation, DELFIA europium | AID 2099;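 active means more than half of a compound's replicate wells show inhibition beyond 50%, single wells judged on their own value; inconclusive means some, but no more than half, of replicates pass 50% inhibition; inactive means no replicate passes 50% inhibition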;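 further: signal counts dimethyl H3K9 product captured on neutravidin plate; 0% = median of DMSO wells and 100% = 0.3 times that DMSO median; strong numbers were not always called active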
Target sequence (Q9H3R0 1-420 limits assumed): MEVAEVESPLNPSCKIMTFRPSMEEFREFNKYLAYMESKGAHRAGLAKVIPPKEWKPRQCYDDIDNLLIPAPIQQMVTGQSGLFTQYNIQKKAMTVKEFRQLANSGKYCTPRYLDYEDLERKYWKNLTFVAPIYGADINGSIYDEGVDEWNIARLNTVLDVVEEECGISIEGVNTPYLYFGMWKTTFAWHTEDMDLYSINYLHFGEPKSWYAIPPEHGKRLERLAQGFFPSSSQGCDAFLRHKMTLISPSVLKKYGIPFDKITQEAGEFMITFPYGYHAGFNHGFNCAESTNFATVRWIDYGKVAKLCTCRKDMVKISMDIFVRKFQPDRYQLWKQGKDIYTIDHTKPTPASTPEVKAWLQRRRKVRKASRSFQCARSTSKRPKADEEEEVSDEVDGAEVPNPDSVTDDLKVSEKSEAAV
AHR act – activators of human aryl hydrocarbon receptor | P35869 | AHR-responsive luciferase reporter cells, luminescence | activation, % at 5 µM | 320,000 compounds, 2.5% hits | AID 2796; in the data active means activation above about 47%;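 further: 0% = vehicle wells and 100% = reference agonist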
proCasp3 act – activators of human procaspase-3; P42574; 330,000 compounds, 0.11% hits; AID 463141; recombinant procaspase-3 D3A, Ac-DEVD-pNA absorbance 405 nm; activation, % at 8.5 µM;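 active means activation above the mean of all tested compounds plus 3 SD, cut at about 21% in these data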;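 further: 0% = DMSO alone and 100% = DMSO wells spiked with extra 5 µM PC-3 D3A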
Target sequence (P42574 whole entry D9A/D28A/D175A): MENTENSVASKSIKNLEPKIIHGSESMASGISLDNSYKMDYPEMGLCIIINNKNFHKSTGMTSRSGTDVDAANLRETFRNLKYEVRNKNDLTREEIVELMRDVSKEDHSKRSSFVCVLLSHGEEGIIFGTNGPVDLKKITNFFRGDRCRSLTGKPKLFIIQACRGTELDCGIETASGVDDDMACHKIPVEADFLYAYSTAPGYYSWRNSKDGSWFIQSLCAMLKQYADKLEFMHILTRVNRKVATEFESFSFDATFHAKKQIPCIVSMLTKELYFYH
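Test system: Procaspase-3 D3A mutant, all three cleavage aspartates alanine | Dosing: Single dose, 8.5 µM nominal compound, 0.8% DMSO | Schedule: 1 h preincubation, 2 h reaction | Technique: 405 nm absorbance of p-nitroaniline, reads at 0 and 120 min | Repeats: One well per compound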
RPL19A-GFP yeast – alters RPL19A-GFP fluorescence in TOR pathway yeast screen; S. cerevisiae RPL19A-GFP strain, flow cytometry, 3 h; active compounds read low; percent response vs DMSO, % at 10 µM; 330,000 compounds, 0.3% hits; AID 2025;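 active means percent response vs DMSO below 50%; inconclusive means fewer than 70 events counted for the yeast strain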;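 further: median channel GFP fluorescence of the barcoded RPL19A-GFP strain; ratio of sample median GFP to plate DMSO average so 100% = DMSO; lower means less RPL19A-GFP as with rapamycin TOR inhibition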
* hit, by the source's call; u = inconclusive; x = no result given; [ ] = remark or other dose.

molecule	proCasp7 act	LAP4-GFP MLPCN	CR mimetic SO	MEP2-GFP yeast	JMJD2C inh	AHR act	proCasp3 act	RPL19A-GFP yeast
COc1ccc(C2c3c(oc4ccc(Cl)cc4c3=O)C(=O)N2CCN2CCOCC2)cc1 (stereo unspecified)	-19	104	103	91	0	10	-8	99
Cc1[nH]c2ccccc2c1C(=O)COC(=O)C(C)C	8	100	77	107	-10	2	5	95
CC(C)(C)c1cc(NC(=O)c2cccs2)no1	1	126[may fluoresce green]	91	122[may fluoresce green]	6	15	3	98[may fluoresce green]
O=C(NCc1ccccc1Br)c1ccncc1	-1	96	107	104	0	12	1	92
CC(OC(=O)c1ccc(NC(=O)CC#N)cc1)C(=O)NC(=O)NC1CCCCC1 (stereo unspecified)	-13	109	93	100	-12	-2	-5	98
COc1cc(C(=O)NNC(=O)Cc2ccc(S(=O)(=O)N3CCOCC3)s2)cc(OC)c1OC	10	98	88	106	6	-1	0	103
COc1cc(C(=O)Nc2ccc3c(c2)Cc2cc(NC(=O)c4cc(OC)c(OC)c(OC)c4)ccc2-3)cc(OC)c1OC	2	96	113	92	27	5	-2	101
O=C1NCCCC1C(=O)N/N=C/c1ccccc1[N+](=O)[O-] (stereo unspecified)	15	103	106	92	-20	2	-13	94

Taken from the listing for reference:
molecule	proCasp7 act	LAP4-GFP MLPCN	CR mimetic SO	MEP2-GFP yeast	JMJD2C inh	AHR act	proCasp3 act	RPL19A-GFP yeast
O=C(NCc1ccccc1Br)c1ccncc1	-1	96	107	104	0	12	1	92
CC(OC(=O)c1ccc(NC(=O)CC#N)cc1)C(=O)NC(=O)NC1CCCCC1 (stereo unspecified)	-13	109	93	100	-12	-2	-5	98

Further entries
molecule	proCasp7 act	LAP4-GFP MLPCN	CR mimetic SO	MEP2-GFP yeast	JMJD2C inh	AHR act	proCasp3 act	RPL19A-GFP yeast
O=C(OCC(=O)N1CCOCC1)c1c(Cl)ccc(Cl)c1Cl	7	103	109	105	-10	48*	4	103
O=C1CCCc2c1[nH]c1ccccc21	2	103	107	100	7	25	-2	98
CCOc1ccc(OCC)c(NC(=O)CNS(=O)(=O)c2cccs2)c1	7	91	95	93	4	22	0	94
CC(C)Oc1cccc(C(=O)Nc2ncn[nH]2)c1	5	103	97	99	-13	34	-6	100
CC1(C)CC(=O)C=C(Nc2ccc([N+](=O)[O-])cc2)C1	-6	85	102	98	-2	3	-5	104
O=C(O)c1nn(CC(=O)N2CCN(S(=O)(=O)c3ccc(Cl)cc3)CC2)c(=O)c2ccccc12	4	111	98	94	-1	-1	7	99
COc1ccc(S(=O)(=O)Oc2ccc3c(c2)O/C(=C\c2cccnc2)C3=O)cc1	1	107	94	102	8	3	-2	102
COc1cc([C@@H]2CC=C(C(=O)O)[C@H](c3cccc(Cl)c3)N2S(=O)(=O)c2ccc(C)cc2)cc(OC)c1OC	-2	144	110	94	-3	0	-1	103
CC(=O)N1N=C(c2ccccc2O)CC1c1cccs1 (stereo unspecified)	2	101	97	103	6	8	-7	98
CNc1ccc2c3c(cccc13)C(=O)N(C)C2=O	-6	99	97	108	3	7	-6	105
O=C(Cc1ccccc1)NCC1COc2ccccc2O1 (stereo unspecified)	-7	101	106	101	3	4	7	100
CCc1ccccc1NC(=O)CSc1nnc(Cn2cnc3ccccc32)o1	-5	92	107	97	9	6	-9	95
O=C(COC(=O)c1cccc(S(=O)(=O)N2CCCCC2)c1)NC1CCCCC1	2	93	100	94	10	1	5	95
CSc1ccccc1C(=O)OCC(=O)Nc1cccnc1Cl	-2	132	111	151	-9	1	8	105
Oc1csc(Cc2nc(-c3ccc4ccccc4c3)cs2)n1	-14	95	108	94	7	83*	-37	93
CCOCCCNC(=O)c1ccc(OC)c(OC2CCN(C(C)C)CC2)c1	-3	90	103	98	-22	7	1	104
Cc1ccc(S(=O)(=O)NNC(=O)Nc2ccc(Cl)c(Cl)c2)cc1	3	111	103	104	0	2	-3	104
O=C(N/C(=C/c1ccc(Br)cc1)C(=O)N1CCOCC1)c1ccc(Br)o1	6	94	98	99	4	3	2	103
Cc1ccc(C(=O)N2CCCC(CCC(=O)N3CCN(c4ccccn4)CC3)C2)cc1C (stereo unspecified)	-7	79	76	111	1	2	-4	101
COc1cccc(C(=O)COC(=O)CCC(=O)NC2CCCCC2)c1	3	96	95	107	-11	0	-3	99
COc1ccc(S(=O)(=O)N(C)C)cc1NC(=O)COC(=O)c1nn(C)c(=O)c2ccccc12	0	101	88	97	0	0	2	96
O=C(C1CCCCCC1)N1CC[C@@H](N2CCC(O)CC2)[C@H](O)C1	6	88	112	101	-7	-4	5	104
COc1cccc(NC(=O)NNC(=O)CN2C(=O)COc3ccccc32)c1	-4	94	94	90	-2	3	0	96
COc1ccc(C(=O)C2CCCN(C(=O)c3cccc(N(C)C)c3)C2)cc1OC (stereo unspecified)	1	112	104	107	x	5	1	102
COc1ccc(N2C(=O)c3ccc(C(=O)Nc4ccc(NC(C)=O)cc4)cc3C2=O)cc1	2	95	103	106	-6	2	3	103
CCOC(=O)N1CC=C2C(C#N)=C(N)C(C#N)(C#N)[C@H](c3cccs3)C2C1 (stereo partly specified)	-3	103	109	99	-7	21	4	98
O=C(c1ccco1)N1CCN(c2ncnc3scc(-c4ccc(F)cc4)c23)CC1	-4	91	98	96	u	2	2	99
COCCCNC(=O)CCn1c(=O)c2ccccc2n(CC(=O)Nc2cc(Cl)ccc2C)c1=O	11	90	108	89	-15	10	-3	92
CCOC(=O)N1CCN(c2cc(C)c([N+](=O)[O-])cc2F)CC1	-8	102	112	90	-8	-4	0	94
CC1CCCC(C)N1C(=O)CSc1nc2ccccc2s1 (stereo unspecified)	2	96	100	90	5	19	2	91
Cc1cc(C)n2nc(C(=O)Nc3cccc(S(=O)(=O)N(C)c4ccccc4)c3)nc2n1	3	97	108	99	0	8	-6	97
COc1cc(C(=O)Nc2ccc(Cl)c([N+](=O)[O-])c2)cc(OC)c1OC	1	109	107	101	0	11	9	99
COCCCNc1nc2c(c(=O)[nH]c(=O)n2C)n1CC(O)COc1ccccc1 (stereo unspecified)	2	94	93	99	2	2	-6	95
Cc1cc2cc3c(cc2nc1SCc1ccc(C(=O)O)cc1)OCCO3	-5	95	99	102	5	3	-6	101
O=C(CN1N=C(c2ccccc2)CCC1=O)NCCN1CCc2ccccc2C1	12	97	81	110	12	-2	3	110
CCc1ccc2c(c1)cc(CN(C(=S)Nc1ccccc1)C1CC1)c1nnnn12	7	104	102	95	-7	4	-3	97
CCc1noc(C)c1C(=O)OCC(=O)NCc1ccccc1	13	108	92	99	7	0	6	102
O=C(COc1ccccc1Br)c1ccc2c(c1)OCO2	-1	105	106	107	-1	20	-6	97
COC(=O)c1cccc(NC(=O)CSc2nnc(C3CC3)n2C)c1	19	93	106	93	-9	-1	11	96
Cc1n[nH]c(C)c1S(=O)(=O)N1CCCC(C(=O)N2CCN(c3ccc(Cl)cc3)CC2)C1 (stereo unspecified)	6	99	85	103	x	14	9	98
COc1ccc(CCNC(=O)C2c3ccccc3C(=O)N2CCC(C)C)cc1OC (stereo unspecified)	-1	96	124	118	-10	1	2	101
COc1ccc(C(=O)NC(=S)NC(C)C)cc1Br	11	103	86	100	-10	0	4	95
Cc1cc(NC(=O)CSc2nc3c([nH]c4ccccc43)c(=O)n2-c2ccccc2F)no1	6	95	72	95	-3	90*	-3	101
C=CCn1c(O)c2ccc(C(=O)N=NC(=O)COc3ccccc3F)cc2c1O	2	107	104	103	0	5	2	102
CCCCN1CC(C(=O)NCc2ccc(C)cc2)CC1=O (stereo unspecified)	-1	104	100	104	-2	0	-6	101
CCOC(=O)CC(=O)CSc1nc(-c2ccccc2)cc(-c2ccc(Cl)cc2)c1C#N	-1	101	89	104	18	1	5	98
O=[N+]([O-])c1cccc2ccc(/C=C/c3ccc(F)cc3)nc12	-2	105	114	100	-4	186*	-3	98
CS(=O)(=O)c1nc(S(=O)(=O)c2ccc(Cl)cc2)c(N2CCCCC2)s1	0	107	93	113	-9	0	10	106
COc1ccc(S(=O)(=O)N2CCC(C(=O)NCCC(=O)NCc3ccncc3)CC2)cc1	13	90	89	105	6	0	0	95
CCc1ccc(Nc2n[n+](C)c(-c3ccncc3)s2)cc1	1	105	103	89	-15	17	3	92
COc1cc2c(c(OC)c1OC)CC(=O)N(C)CC2	5	97	96	105	3	-2	9	102
NC(=O)c1ccc(NC(=O)c2ccc3c(c2)OCO3)cc1	0	104	95	99	-7	7	4	97
O=C(Nc1cccnc1)C1CCN(S(=O)(=O)c2ccc(Cl)cc2)CC1	5	97	103	142	-11	6	-6	121
Cc1onc(-c2c(F)cccc2Cl)c1C(=O)N[C@@H]1C(=O)N2C(C(=O)O)C(C)(C)S[C@H]12 (stereo partly specified)	-10	104	99	97	x	-2	-2	99
Fc1ccccc1CSc1ncn[nH]1	4	103	88	106	5	0	1	99
C=CCN1C(=O)c2ccc(C(=O)N(C)CC(=O)Nc3ccc(OCC)c(OCC)c3)cc2C1=O	7	107	102	104	9	1	7	107

(continued)
molecule	proCasp7 act	LAP4-GFP MLPCN	CR mimetic SO	MEP2-GFP yeast	JMJD2C inh	AHR act	proCasp3 act	RPL19A-GFP yeast
COc1ccc([N+](=O)[O-])cc1NCC(=O)c1ccc(C)cc1	-6	102	108	112	-2	17	-11	104
COCCN1Cc2cccc(C(=O)NCc3ccc4c(c3)OCO4)c2C1=O	8	89	119	94	1	11	1	100
CCCc1ccc2oc(C(=O)N(C)Cc3ccn[nH]3)c(C)c2c1	3	106	128	104	-4	17	5	107
Cc1ccccc1OCc1nnc(SCC(=O)O)n1Cc1ccccc1	0	109	106	102	10	7	-1	105
COCCn1c(SC(C)C(=O)NCC2CCCO2)nc2sc3c(c2c1=O)CCC3 (stereo unspecified)	3	100	98	104	-3	-1	-6	92
COc1ccccc1CN1CC(C(=O)NCC2CCCO2)CC1=O (stereo unspecified)	-6	113	111	113	-2	-1	-12	104
c1cc(-c2cccs2)nc(-c2cccs2)c1	-1	92	99	106	0	96*	2	107
CCOc1cccc(NC(=O)C2CC(=O)NC(=Nc3ccccc3)S2)c1 (stereo unspecified)	-8	102	77	97	-2	16	6	99
COc1ccc2nc(SCCC(=O)O)cc(C)c2c1	-6	94	87	93	-11	7	-6	92
CC(C)=C1SC(N2CCN(c3ccc(C)c(Cl)c3)CC2)=NC1=O	5	110	106	99	-4	-3	4	98
Cn1nccc1C(=O)N/N=C/c1c(O)ccc2ccccc12	-47	95	120	103	-10	3	-6	99
O=C(N/N=C/c1ccco1)c1ccc(NC(=O)C2CC2)cc1	-8	108	97	118	-22	3	-1	103
Cc1ccn2cc(CC(=O)O)nc2c1	1	100	84	96	-18	1	-6	93
CC(=O)NN1C(=O)/C(=C2/Sc3ccccc3N2C)SC1=S	3	96	110	109	u	10	11	108
O=C(COC(=O)CCSc1ccccc1Cl)Nc1ccc(F)cc1F	-8	88	107	98	-10	1	3	103
C=CCN(c1ccccc1)S(=O)(=O)c1cccc(C(=O)Nc2ccncc2)c1	11	96	100	106	-6	3	-1	100
